Bioassay records (PubChem)
Kir21 inh: inhibitors of mouse Kir2.1 inward-rectifier potassium channel; actives 0.85% (n = 310,000); B-score at 10 µM; HEK293-Kir2.1, FluxOR thallium flux fluorescence; hits give low values; P35561;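 active = fluorescence ratio B-score at or below minus 3 SD of library scores, with starting-brightness B-score within 2 SD, cut at about -4.2 in these data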;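 note: channel flux triggered by added potassium and thallium sulfate stimulus; B-score of peak minus minimum fluorescence over baseline after thallium stimulus; more negative B-score means stronger Kir2.1 block with less thallium influx; some compounds called inactive have numbers as strong as hits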
STK33 kinase inh: inhibitors of human STK33 kinase | purified STK33, MBP phosphorylation, ADP-Glo luminescence | inhibition, % at 10 µM | actives 0.073% (n = 320,000) | AID 2661;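 active = inhibition at or above 25%, using the most active replicate where run in duplicate; inactive = inhibition below 25%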
Target sequence (Q9BYT3 whole entry, looked up): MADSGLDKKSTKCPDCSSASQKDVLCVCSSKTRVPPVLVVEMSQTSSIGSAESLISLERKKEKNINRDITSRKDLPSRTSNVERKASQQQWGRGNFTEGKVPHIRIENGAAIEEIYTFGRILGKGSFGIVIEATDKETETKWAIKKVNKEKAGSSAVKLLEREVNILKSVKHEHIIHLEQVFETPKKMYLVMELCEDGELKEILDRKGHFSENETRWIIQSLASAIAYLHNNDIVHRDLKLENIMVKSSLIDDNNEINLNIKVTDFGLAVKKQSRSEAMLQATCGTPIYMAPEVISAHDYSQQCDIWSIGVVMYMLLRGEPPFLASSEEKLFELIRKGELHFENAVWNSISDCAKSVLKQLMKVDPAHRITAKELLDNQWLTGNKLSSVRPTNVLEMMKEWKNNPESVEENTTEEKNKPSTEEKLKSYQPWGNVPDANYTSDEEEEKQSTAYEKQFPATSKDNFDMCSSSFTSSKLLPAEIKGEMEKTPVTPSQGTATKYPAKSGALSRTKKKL
KCNQ2 block: KCNQ2 channel blockers in CHO-K1 cells – cell-based, FluxOR thallium flux, B-score, primary screen (AID 2156); O88943; 20 min; hits give low values; B-score at 10 µM; actives 1.1% (n = 310,000);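 active = fluorescence ratio B-score at most minus 3 library SDs, with starting brightness B-score within 2 library SDs, cut at about -5.5 in these data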
* hit, by the source's call; i = inactive; . = not tested or not shown. Some of the compounds tested; the hit share may differ from the screen's.

Below each compound: Kir21 inh	STK33 kinase inh	KCNQ2 block
CC(C)(C)c1cc([N+](=O)[O-])cc(C(C)(C)C)c1O
 : -1.31	-0.7	i
C=CCN1C(=O)NC(=O)/C(=C/c2cccn2C)C1=O
 : 1.7	-0.1	i
O=C(O)CCn1cc(C=C2C(=O)NC(=O)NC2=O)c(-c2cc3ccccc3oc2=O)n1
 : 1.47	-3.1	i
C#CCOc1cc(C2C3=C(COC3=O)Nc3cc4c(cc32)OCO4)ccc1OC (configuration not stated)
 : 0.17	0.0	i
CCOc1ccc(C2CC(c3c(O)n(C)c(=O)n(C)c3=O)=NN2)cc1 (configuration not stated)
 : 2.39	-1.3	i
CN1C(=O)C(=Cc2cn(CC#N)c3ccccc23)C(=O)N(C)C1=O
 : 0.97	-1.3	i
O=c1[nH]c(O)c(N=Nc2ccc(SC(F)F)cc2)c(=O)[nH]1
 : 0.07	-0.5	i
O=C1Nc2ccc(Br)cc2C(c2ccc(Cl)cc2)=NC1O (configuration not stated)
 : 0.05	0.2	i
O=C(Cn1c(=O)c(C(F)(F)F)nc2ccccc21)N1CCC2(CC1)OCCO2
 : -0.84	-0.3	i
CN1CCc2c(c(N3CCCCC3)nc3n[nH]c(N)c23)C1
 : -1.94	0.2	i
O=[N+]([O-])c1ccc(NCCO)c2ncccc12
 : 1.21	1.3	i
O=c1c2ccccc2nc(CNCc2ccco2)n1-c1ccc(F)cc1
 : 0.46	.	i
c1ccc(-c2cc(-c3ccccc3)[n+](-c3ccccc3)c(-c3ccccc3)c2)cc1
 : -6.36*	-1.2	-12.8*
N#CC(C#N)=NNc1ccc(-n2ccc(C(F)(F)F)n2)cc1
 : -6.02*	2.9	i
CC(C)Oc1cc(-n2c(=S)[nH]c3ccccc3c2=O)c(Cl)cc1Cl
 : -0.06	-0.6	i
COc1cc(OC)cc(C(=O)Nc2ccc(Br)cc2C(=O)c2ccccc2)c1
 : -2.35	-0.9	i
O=[N+]([O-])c1ccc(N2CCNCC2)cc1NC1CC1
 : -1.06	-1.3	i
Clc1cccc(N2CCNCC2)n1
 : -0.25	-1.2	i
Cc1ccc(NP(=O)(Oc2ccccc2F)Oc2ccccc2F)cc1
 : -0.83	-1.0	i
O=[N+]([O-])c1cc(F)c(N2CCCCCC2)cc1N1CCNCC1
 : -1.03	-1.5	i
COc1ccc(N2C(=O)/C(=C/c3cc(C)n(-c4ccc(C)cn4)c3C)C(=O)NC2=S)c(OC)c1
 : -1.24	-1.0	i
Cc1ccc(C2N(c3cc(C)on3)C(=O)C3CCCN32)cc1 (configuration not stated)
 : 0.51	-1.0	i
CNC(=O)ON(C(=O)NC)C1N(C)C(=S)SC1(C)C (configuration not stated)
 : 0.15	-2.2	i
CCC(=O)OC1(c2ccccc2)CCN(C)CC1C (configuration not stated)
 : -1.1	0.0	i
CCOc1cccc(=NC2CCCCC2)c2c(C)[nH]c(C)c12
 : -6.51*	-2.8	i
CCc1ccc(CN2CCN(Cc3cc(Br)ccc3O)CC2)cc1
 : 0.01	1.2	i
O=C1C2CCN(CC2)C1Cc1ccccc1O (configuration not stated)
 : 0.97	-4.0	i
CC1=CC(=C2C(=O)NC(=S)NC2=O)C=C(C(F)(F)F)N1C
 : -0.05	1.3	i
COc1ccccc1CCNCc1cccc(C(F)(F)F)c1
 : 1.02	-1.0	i
O=C1CN=C(c2ccc(F)cc2)c2oc3ccccc3c2N1
 : 0.02	-1.8	i

A draw from above in order of molar mass, low to high.
Below each compound: Kir21 inh	STK33 kinase inh	KCNQ2 block
O=C1C2CCN(CC2)C1Cc1ccccc1O (configuration not stated)
 : 0.97	-4.0	i
O=[N+]([O-])c1ccc(NCCO)c2ncccc12
 : 1.21	1.3	i
CCC(=O)OC1(c2ccccc2)CCN(C)CC1C (configuration not stated)
 : -1.1	0.0	i
O=[N+]([O-])c1ccc(N2CCNCC2)cc1NC1CC1
 : -1.06	-1.3	i
CN1CCc2c(c(N3CCCCC3)nc3n[nH]c(N)c23)C1
 : -1.94	0.2	i
O=C1CN=C(c2ccc(F)cc2)c2oc3ccccc3c2N1
 : 0.02	-1.8	i
Cc1ccc(C2N(c3cc(C)on3)C(=O)C3CCCN32)cc1 (configuration not stated)
 : 0.51	-1.0	i
CCOc1cccc(=NC2CCCCC2)c2c(C)[nH]c(C)c12
 : -6.51*	-2.8	i
N#CC(C#N)=NNc1ccc(-n2ccc(C(F)(F)F)n2)cc1
 : -6.02*	2.9	i
COc1ccccc1CCNCc1cccc(C(F)(F)F)c1
 : 1.02	-1.0	i
CC1=CC(=C2C(=O)NC(=S)NC2=O)C=C(C(F)(F)F)N1C
 : -0.05	1.3	i
O=[N+]([O-])c1cc(F)c(N2CCCCCC2)cc1N1CCNCC1
 : -1.03	-1.5	i
O=c1c2ccccc2nc(CNCc2ccco2)n1-c1ccc(F)cc1
 : 0.46	.	i
Cc1ccc(NP(=O)(Oc2ccccc2F)Oc2ccccc2F)cc1
 : -0.83	-1.0	i
CC(C)Oc1cc(-n2c(=S)[nH]c3ccccc3c2=O)c(Cl)cc1Cl
 : -0.06	-0.6	i
c1ccc(-c2cc(-c3ccccc3)[n+](-c3ccccc3)c(-c3ccccc3)c2)cc1
 : -6.36*	-1.2	-12.8*
O=C(Cn1c(=O)c(C(F)(F)F)nc2ccccc21)N1CCC2(CC1)OCCO2
 : -0.84	-0.3	i
COc1cc(OC)cc(C(=O)Nc2ccc(Br)cc2C(=O)c2ccccc2)c1
 : -2.35	-0.9	i
COc1ccc(N2C(=O)/C(=C/c3cc(C)n(-c4ccc(C)cn4)c3C)C(=O)NC2=S)c(OC)c1
 : -1.24	-1.0	i

Following part:
Below each compound: Kir21 inh	STK33 kinase inh	KCNQ2 block
COc1ccc2c(c1OC)C(=O)OC2C1c2cc3c(cc2CCN1C)OCO3 (configuration not stated)
 : 0.01	0.8	i
COc1ccc(C(=O)C2CCCN(Cc3ccc(C)s3)C2)c(OC)c1 (configuration not stated)
 : -3.02	-0.8	i
CCOC(=O)c1c(/N=C/c2c(O)n(-c3cccc(C)c3)c(=O)[nH]c2=O)sc2c1CCCC2
 : -0.8	-0.3	i
Cc1cc(/C=C2\C(=O)NC(=O)N(c3ccc(Br)cc3)C2=O)c(C)n1-c1cc(C(=O)O)cc(C(=O)O)c1
 : -0.47	-1.9	i
CCc1nnc(NS(=O)(=O)c2ccc(N=Cc3c(O)n(-c4ccc(Cl)cc4)c(=O)[nH]c3=O)cc2)s1
 : 0.01	-1.5	i
O=C1CC(=O)N(c2ccc3c(c2)OCO3)C(=O)N1
 : -0.03	0.4	i
Cc1c(N=Cc2c(O)n(C)c(=O)[nH]c2=O)c(=O)n(-c2ccccc2)n1C
 : -0.75	-0.9	i
Cc1cc(/C=C2\C(=O)NC(=S)N(C)C2=O)c(C)n1C1CCCCC1
 : 0.97	-1.7	i
CN=C(SCc1ccccc1)c1c(O)n(C)c(=O)n(C)c1=O
 : -0.45	-0.1	i
CC1CN=C(NCCc2ccccc2)S1 (configuration not stated)
 : -0.24	0.8	i
Cc1ccc(-n2c(CNCc3ccc(F)cc3)nc3ccccc3c2=O)cc1
 : 0.44	-16.6	i
O=C(NC(=C(Cl)Cl)P(=O)(c1ccccc1)c1ccccc1)c1ccccc1
 : 0.4	-1.3	i
Cc1c(C=O)c2ccccc2n1Cc1ccc([N+](=O)[O-])cc1
 : 1.74	1.0	i
CCC(=NCCCn1ccnc1)c1c(O)n(-c2ccccc2)c(=O)[nH]c1=O
 : -0.6	-2.0	i
COc1ccc(CN2CCN(c3ccccc3)CC2)c(C)c1C
 : 0.24	-0.4	i
CCOc1ccccc1CN1C2CCC1CC(c1ccc(C)cc1)C2 (configuration not stated)
 : -0.46	-0.5	i
CCCCn1c(O)c(C(C)=NCc2ccco2)c(=O)[nH]c1=O
 : 0.76	-0.3	i

Compound profiles, as listed above:
Cc1cc(/C=C2\C(=O)NC(=S)N(C)C2=O)c(C)n1C1CCCCC1 is entered as Kir21 inh = 0.97; STK33 kinase inh = -1.7; KCNQ2 block = i
CCOc1ccccc1CN1C2CCC1CC(c1ccc(C)cc1)C2 (configuration not stated) is entered as Kir21 inh = -0.46; STK33 kinase inh = -0.5; KCNQ2 block = i
